Screening data (PubChem)
CRFR2-BP antag: antagonists of CRF-BP/CRF-R2 complex, primary screen, cell-based, HEK293, calcium dye fluorescence, uHTS; AID 588475, 2011; hit rate 0.59% among 350,000; inhibition, % at 11.8 µM; CRF-induced calcium fluorescence;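 active = inhibition of the ligand-induced calcium signal above about 50% at the single tested concentration, limit read from the data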
CRFBP-R2 agonist: agonists of CRF-BP/CRF-R2 complex, primary screen, cell-based, HEK293, calcium dye fluorescence, uHTS; CRF-binding protein / CRF receptor 2 complex (human); calcium dye fluorescence (FLIPR); percent of saturating CRF peptide response; activation, % at 13.2 µM; hit rate 0.46% among 350,000; AID 588473, 2011;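 active = activation of at least 50%, plus an integration ratio under a set limit after plate pattern correction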;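 note: plate controls were neutral control wells without compound for no effect and CRF at EC100 for full effect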
M5 ag: human M5 muscarinic receptor agonists, primary screen, CHO-K1 cells, Fluo-8 calcium fluorescence; CHO-K1 hM5 cells; 0% DMSO wells, 100% maximal acetylcholine response; Muscarinic acetylcholine receptor M5 (Homo sapiens), P08912; activation, % at 3 µM; hit rate 0.19% among 360,000; AID 624037, 2012;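 active = activation above the run's mean over test compounds plus 3 SD, cut at about 23% in these data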;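 note: signal is peak over basal fluorescence ratio across the kinetic read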
Target sequence (P08912 whole entry, looked up): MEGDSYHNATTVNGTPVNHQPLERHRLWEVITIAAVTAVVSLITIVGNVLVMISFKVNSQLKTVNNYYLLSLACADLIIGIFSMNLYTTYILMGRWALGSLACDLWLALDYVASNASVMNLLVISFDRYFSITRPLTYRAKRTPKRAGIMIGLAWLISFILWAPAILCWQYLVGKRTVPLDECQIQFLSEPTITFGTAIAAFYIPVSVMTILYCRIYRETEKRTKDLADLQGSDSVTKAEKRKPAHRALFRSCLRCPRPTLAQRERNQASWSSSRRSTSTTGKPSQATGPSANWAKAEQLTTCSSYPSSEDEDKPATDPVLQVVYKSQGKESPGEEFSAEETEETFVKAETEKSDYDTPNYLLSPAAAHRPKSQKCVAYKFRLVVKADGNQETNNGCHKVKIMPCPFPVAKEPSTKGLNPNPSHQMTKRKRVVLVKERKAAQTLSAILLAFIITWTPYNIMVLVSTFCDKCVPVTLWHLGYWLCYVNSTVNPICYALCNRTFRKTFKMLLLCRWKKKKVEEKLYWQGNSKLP
CHRM5 PAM: human M5 muscarinic receptor positive allosteric modulators, primary screen, CHO-K1 cells, Fluo-8 calcium fluorescence. hit rate 0.3% among 360,000. AID 624038, 2012. CHO-K1 hM5, ACh EC20 PAM; 0% = ACh EC20, 100% = ACh EC100. Muscarinic acetylcholine receptor M5 (Homo sapiens), P08912. activation, % at 3 µM;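 active = activation above the run cutoff, the mean activation of all test compounds plus 3 SD, cut at about 18% in these data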
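system = human M5 receptor in CHO-K1 cells | compound = one concentration, 3 µM final (nominal) | schedule = Post-acetylcholine fluorescence recording 140 s | signal = Fluo-8 calcium dye fluorescence, kinetic read | benchmarks = low control EC20 acetylcholine (0%), high control EC100 acetylcholine (100%) | repeats = singlicate, one well per test compound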
CHO-K1 Ca PAM: nonselective calcium activators in parental CHO-K1 cells, primary screen, counter-screen for M1 PAM project, cell-based, Fluo-8 calcium fluorescence, full deck, 1536-well; activation, % at 3 µM; AID 602247, 2012; ATP EC20; 0% at ATP EC20, 100% at ATP max; hit rate 0.02% among 360,000;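 active = activation above the run cutoff, the mean activation of all test compounds plus 3 SD, cut at about 40% in these data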;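 note: peak over basal fluorescence ratio in a 140 s read after ATP addition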
TAAR1 agonist: human TAAR1 agonists, primary screen, Fluo-8 calcium fluorescence, CHO RD-HGA16 cells; Trace amine-associated receptor 1 (Homo sapiens), Q96RJ0; vehicle wells 0%, saturating PEA agonist 100%; activation, % at 3 µM; hit rate 0.99% among 360,000; AID 624467, 2012;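 active = activation above the mean activation of all test compounds in the run plus 3 SD, cut at about 38% in these data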
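Signal – calcium-sensitive Fluo-8 signal, excitation 470-495, emission 515-575 nm · System – RD-HGA16 (CHO) cells co-expressing Gα16 and hTAAR1 · Incubation – 17-24 h seeding, 75 min 37 °C dye, 30 min RT · Compound dosing – 3 µM single concentration · Repeats – no replicates (n 1)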
TAAR1 antagonist: human TAAR1 antagonists, primary screen, Fluo-8 calcium fluorescence, CHO RD-HGA16 cells; Trace amine-associated receptor 1 (Homo sapiens), Q96RJ0; antagonist; inhibition, % at 3 µM; hit rate 1.5% among 360,000;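 active = inhibition above a per-plate cutoff, the mean inhibition of test compounds on that plate plus 3 SD, cut at about 49% in these data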;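 note: 0% = DMSO plus EC80 beta-PEA response and 100% = DMSO alone without agonist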
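Assay system: RD-HGA16 CHO cells with stable hTAAR1 and Gα16 / Reagent: EC80 β-phenethylamine stimulus / Doses: 3 µM, single point / Timing: dye loading 75 min at 37 °C, then 30 min room temperature / Measured by: Fluo-8 intracellular calcium dye fluorescence, real-time kinetic reads / Controls: vehicle wells and EC80 agonist wells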
CHRM4 PAM: human M4 muscarinic receptor positive allosteric modulators, primary screen, CHO-K1 cells, Fluo-8 calcium fluorescence; hit rate 0.4% among 360,000; activation, % at 3 µM; AID 624126, 2012; Muscarinic acetylcholine receptor M4 (Homo sapiens), P08173; CHO-K1 hM4/Gqi5, ACh EC20; 0% = ACh EC20, 100% = maximal ACh;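 active = activation above its plate's cutoff, the mean activation of sample wells plus 3 SD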; note: some results filed as inactive read as strong as hits
Target sequence (P08173 whole entry, looked up): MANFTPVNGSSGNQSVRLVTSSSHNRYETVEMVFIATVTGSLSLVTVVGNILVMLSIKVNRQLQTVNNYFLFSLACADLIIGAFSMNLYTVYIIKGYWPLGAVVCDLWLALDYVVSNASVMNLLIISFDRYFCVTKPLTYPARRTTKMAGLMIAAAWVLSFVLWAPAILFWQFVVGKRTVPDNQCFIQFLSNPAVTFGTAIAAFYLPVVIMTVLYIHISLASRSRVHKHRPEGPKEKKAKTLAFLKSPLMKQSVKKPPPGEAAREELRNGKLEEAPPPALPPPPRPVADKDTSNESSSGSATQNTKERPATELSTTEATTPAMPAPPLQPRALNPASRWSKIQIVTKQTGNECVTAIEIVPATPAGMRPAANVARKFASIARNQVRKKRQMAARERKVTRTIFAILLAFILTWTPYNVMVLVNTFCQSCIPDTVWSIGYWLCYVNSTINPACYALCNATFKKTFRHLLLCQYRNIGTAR
CHRM5 antagonist: human M5 muscarinic receptor antagonists, primary screen, CHO cells, Fluo-8 calcium fluorescence. Muscarinic acetylcholine receptor M5 (Homo sapiens), P08912. CHO-hM5 cells, ACh EC80. inhibition, % at 3 µM. hit rate 0.59% among 360,000;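 active = inhibition above a per-plate cutoff, the mean of that plate's test compounds plus 3 SD, cut at about 27% in these data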;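 note: 0% = acetylcholine EC80 with DMSO and 100% = DMSO without agonist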
An asterisk follows results filed as active; · = no result given.

Screens in order – CRFR2-BP antag, CRFBP-R2 agonist, M5 ag, CHRM5 PAM, CHO-K1 Ca PAM, TAAR1 agonist, TAAR1 antagonist, CHRM4 PAM, CHRM5 antagonist
COc1ccc(/C=C2\CC/C(=C\c3ccc(OC)c(OC)c3)C2=O)cc1OC
 : 27, 4.0, -4, -16, -5, 5, 27, -9, 14
CCOC(=O)c1cc(C#N)c(SCC(=O)OC)[nH]c1=O
 : 10, -0.7, 3, 4, 0, 12, -18, 0, -2
O=S(=O)(c1ccccc1)c1cccc(S(=O)(=O)N2CCCCC2)c1
 : -16, 0.8, 1, 2, 15, 10, -6, -1, 4
COc1ccc(/C=N/Nc2cc(C)nc(N3CCOCC3)n2)cc1OC
 : -3, -6.2, 2, 9, 19, 2, -9, 1, 0
Cc1ccc(S(=O)(=O)c2nc(-c3ccccc3)oc2N2CCCC2)cc1
 : -4, 0.8, -1, 2, 11, 9, -4, 9, 6
Cc1ccc(-n2sc3ccccc3c2=O)cc1S(=O)(=O)N1CCCCC1
 : -24, 11, 20, 10, 11, 70*, 16, -7, 7
N#Cc1ccc(CSc2nc(N)cc(=O)[nH]2)cc1
 : -1, 0.5, 7, -1, 10, 2, -6, -3, 0
c1ccc(C(c2ccccc2)c2ccn[nH]2)cc1
 : 9, -1.0, -6, 1, 6, 0, 1, -2, -4
COc1cc(NC(=S)NC(=O)c2ccccc2F)ccc1NC(=O)c1cccs1
 : -29, 1.8, -3, -5, -1, 5, -13, -14, 15
COc1ccc(Cn2c(-c3ccc(OC)cc3)nc3ccccc32)cc1
 : -2, -0.8, 2, -1, 3, 7, -8, 6, -3
COc1cccc(S(=O)(=O)N2CCN(Cc3ccc4c(c3)OCO4)CC2)c1
 : 13, 0.0, -7, -1, -7, -2, -15, -3, -2
CCOc1ncccc1C(=O)Nc1ccccc1N1CCOCC1
 : 7, -5.2, 1, -9, 6, 1, -4, 3, 13
Cc1ccc(S(=O)(=O)c2nc(S(=O)(=O)c3ccc(C)cc3)c(NCc3ccco3)s2)cc1
 : 7, 6.3, 1, 5, 27, ·, ·, 3, 1
COCC(=O)Nc1sc2c(c1C(=O)OC)CCCC2
 : -3, -0.4, -2, -4, 14, 1, -9, 4, 4
COc1cc2c(cc1NC(=O)CCCN1C(=O)CCC1=O)oc1ccccc12
 : 5, 1.5, -1, 0, 9, 0, -6, 2, 5
COC(=O)C1=NNC(C(=O)c2ccco2)C1c1ccc(OC)cc1 (stereo not drawn)
 : -4, 1.0, -3, 8, 14, 0, 22, 6, 3
CCCCn1c(N)c(S(=O)(=O)c2ccc(C)cc2)c2nc3ccccc3nc21
 : -14, 2.4, 0, -4, 11, 6, -14, -12, 11
CCOc1ccc(NC(=S)NC(=O)c2ccco2)cc1
 : -14, -2.7, -2, -1, -4, -1, 6, -1, 10
CN(C(=O)C1CCCC1)C1CCS(=O)(=O)C1 (stereo not drawn)
 : -10, 2.6, 1, 10, -3, 1, -27, 7, 1
C=CCc1cccc(CNc2ccc(S(=O)(=O)Nc3nccnc3OC)cc2)c1O
 : 0, 0.4, -1, 0, -28, 3, -6, -10, 9
COc1ccccc1C(=O)Nc1ccnn1C1CCN(C(=O)C(C)(C)C)CC1
 : -11, 2.4, 1, -2, 9, 5, 4, -9, 8
CCn1nc(C(=O)N2CCN(Cc3ccc4c(c3)OCO4)CC2)c2ccccc2c1=O
 : -9, -2.1, 2, -3, 11, 10, 0, -9, 1
COc1ccc(NC(=O)CSc2nnc(-c3cccnc3)s2)cc1
 : 9, 2.1, -1, -2, 12, 1, 4, 4, 11
CC(=O)N1CCC(O)(c2ccc3c(c2)OCO3)CC1
 : -13, 0.7, -2, -3, -19, 1, -5, 2, 5
CC(=O)Nc1ccc(-n2nnnc2SCC(=O)NCc2cccs2)cc1
 : -4, 0.3, -5, -2, -2, 8, 11, -4, -4
COc1ccc2ccc(O)c(CN3CCN(S(=O)(=O)c4cc([N+](=O)[O-])ccc4C)CC3)c2c1
 : 28, -0.6, 2, -8, 8, 0, 5, -5, 7
CCN(CC(=O)Nc1ccc(NC(C)=O)cc1)C(=O)C1CCCN(C(=O)c2ccc(Cl)cc2)C1 (stereo not drawn)
 : 6, -1.6, 1, 5, 11, 8, 15, 2, -2
CCCCN(C(=O)c1ccc([N+](=O)[O-])o1)c1c(N)n(CCCC)c(=O)[nH]c1=O
 : 11, 2.1, 1, 8, 0, 1, -2, 9, -7
COc1ccccc1CNC(=O)c1ccc(NC2=NC3CS(=O)(=O)CC3S2)cc1 (stereo not drawn)
 : -1, 0.6, -3, 1, 28, 1, -7, 5, 5
CC(C)N1CCN(C(=O)C2CCC(=O)N(CCc3cccc(F)c3)C2)CC1 (stereo not drawn)
 : -5, 4.5, -6, 0, 5, 0, -13, 10, -4

Remaining list, next part.
SMILES	CRFR2-BP antag	CRFBP-R2 agonist	M5 ag	CHRM5 PAM	CHO-K1 Ca PAM	TAAR1 agonist	TAAR1 antagonist	CHRM4 PAM	CHRM5 antagonist
CC(=O)OC1c2c(ccc3ccc(=O)oc23)OC(C)(C)C1OC(=O)CC(C)C (stereo not drawn)	1	-1.9	-6	-8	13	12	-4	5	6
CCn1nnnc1SCC(=O)c1ccc(NC(C)=O)cc1	-9	-1.1	-3	0	-4	4	-4	3	6
Cc1ccccc1CCNC(=O)c1ccc(Cl)c(S(=O)(=O)N2CC(C)OC(C)C2)c1 (stereo not drawn)	-2	-0.6	-1	-9	2	59*	5	-7	15
COC(=O)c1ccccc1S(=O)(=O)C(C)(C)C	0	-2.7	-8	7	7	5	-24	-3	6
Cc1ccc(NC(=O)C(=O)NCc2ccccn2)cc1	2	-0.4	-2	1	-8	9	-6	1	-1
C=CCN(c1ccccc1C(=O)NCC(=O)O)S(=O)(=O)c1ccccc1C	-6	2.1	-1	-6	-24	1	-28	-14	9
COc1cc(Cc2nc3ccccc3n2C(C)c2nc3ccccc3[nH]2)cc(OC)c1 (stereo not drawn)	·	·	0	-10	·	1	6	0	13
O=C(CSc1nc2ccccc2o1)N1CCCC1	10	3.7	1	0	12	2	-7	11	-7
O=C(c1ccccc1Br)N(Cc1ccccc1)c1ccccc1	-2	0.7	-4	1	17	5	-7	-3	5
CCc1nnc(NC(=O)CCC(=O)N2CCN(c3cc(C)ccc3C)CC2)s1	-10	-1.2	-4	-6	-9	-1	-18	2	13
O=C(O)c1ccc(N2C(=O)c3cccnc3C2=O)cc1	-7	1.8	0	-1	-13	1	10	10	-1
COc1ccc(-c2nn(-c3ccccc3)cc2/C=N/Nc2ccc3ccccc3n2)cc1OC	9	-0.9	-3	-8	3	3	25	-15	10
CCCCCN(C(=O)CCC(=O)OCC(=O)Nc1cccc(CC)c1)c1c(N)n(CCCC)c(=O)[nH]c1=O	-9	3.1	-4	3	7	-1	-3	12	9
CN(C)NC(=S)NC1(C)CCS(=O)(=O)C1 (stereo not drawn)	-7	0.7	3	-8	-20	9	1	-4	19
O=C(c1cccn2c(=O)c3cc(Cl)ccc3nc12)N1CCOCC1	3	1.0	0	4	20	2	1	5	-3
Cn1cnnc1SCC(=O)NCCc1ccc(Cl)cc1Cl	12	-0.3	1	4	12	2	4	8	2
CC(C)N(C(=O)CSc1nnc(-c2cc3ccccc3cc2O)n1Cc1ccco1)C(C)C	-15	-1.6	-5	-5	11	3	3	-1	3
CCN(CC)S(=O)(=O)c1ccc(N2CC(C(=O)NCc3ccc4c(c3)OCO4)CC2=O)cc1 (stereo not drawn)	-10	-0.5	3	0	3	10	-10	-1	0
COc1ccc(CCNC(=O)C2CCCN2C(=O)Nc2ccc(C)cc2)cc1OC (stereo not drawn)	8	-1.0	3	7	24	7	-17	1	7
C/C(=N\Nc1nc(-c2ccc(C)cc2C)cs1)c1cc2ccccc2oc1=O	1	-0.8	-1	-4	22	0	-9	4	-6
COc1ccc(CCNS(=O)(=O)c2ccc3c(c2)CCN3C(=O)C2CC2)cc1OC	-13	2.0	-4	-2	9	2	-7	-2	1
Cc1ccc(N2CC(C(=O)N3CCN(Cc4ccc5c(c4)OCO5)CC3)CC2=O)cc1 (stereo not drawn)	2	-0.8	-5	-1	20	-2	13	3	8
O=S(=O)(NCCc1ccccc1)c1cccc(S(=O)(=O)N2CCOCC2)c1	-9	-0.5	-1	-1	-4	9	-4	3	2

Gathered by group: the entries above with an aryl thioether with sulfur outside any ring
SMILES	CRFR2-BP antag	CRFBP-R2 agonist	M5 ag	CHRM5 PAM	CHO-K1 Ca PAM	TAAR1 agonist	TAAR1 antagonist	CHRM4 PAM	CHRM5 antagonist
CCOC(=O)c1cc(C#N)c(SCC(=O)OC)[nH]c1=O	10	-0.7	3	4	0	12	-18	0	-2
N#Cc1ccc(CSc2nc(N)cc(=O)[nH]2)cc1	-1	0.5	7	-1	10	2	-6	-3	0
COc1ccc(NC(=O)CSc2nnc(-c3cccnc3)s2)cc1	9	2.1	-1	-2	12	1	4	4	11
CC(=O)Nc1ccc(-n2nnnc2SCC(=O)NCc2cccs2)cc1	-4	0.3	-5	-2	-2	8	11	-4	-4
CCn1nnnc1SCC(=O)c1ccc(NC(C)=O)cc1	-9	-1.1	-3	0	-4	4	-4	3	6
O=C(CSc1nc2ccccc2o1)N1CCCC1	10	3.7	1	0	12	2	-7	11	-7
Cn1cnnc1SCC(=O)NCCc1ccc(Cl)cc1Cl	12	-0.3	1	4	12	2	4	8	2
CC(C)N(C(=O)CSc1nnc(-c2cc3ccccc3cc2O)n1Cc1ccco1)C(C)C	-15	-1.6	-5	-5	11	3	3	-1	3
